XBP1 UPR activ – adaptive UPR (XBP1) activation. hit rate 0.33% among 330,000. CHO-XBP1 luciferase reporter, IRE1-XBP1 UPR activation, luminescence; percent of tunicamycin response, DMSO as zero. activation, % at 20 µM. AID 463104;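 active means versus positive control, 20 µM dose yields 30% or more activation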;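 further: 100% = tunicamycin at 10 µg/mL and 0% = DMSO only wells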
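Material: CHO-XBP1 cells stably carrying IRE1-XBP1-driven luciferase reporter / Amount: 1000 cells per well / Compound: 20 µM, 1% DMSO / Times: 6 h treatment, 37 °C / Detection: luciferase luminescence / Measure: % activation of reporter signal versus tunicamycin and DMSO controls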
Mdm2-MdmX inh – human Mdm2/MdmX binding inhibition. O15151+Q00987. hit rate 3% among 330,000. inhibition, % at 8 µM. AID 485346. SaOS-2 split-luciferase Mdm2/MdmX complementation, luminescence;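 active means inhibition of at least 50% at 8 µM in the primary screen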
GRIN3A LBD mod – modulators (binders) of human NR3A ligand-binding domain; NR3A LBD differential scanning fluorimetry, Tm shift; 0% = protein alone, 100% = glycine-bound protein; Tm shift relative to glycine control, % at 25 µM; hit rate 2.5% among 340,000; AID 1259313;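 active means melting temperature shift of at least 10% of the positive control shift, at one fixed dose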
tim23-1 inh – inhibits growth of tim23-1 mutant yeast. inhibition, % at 20 µM. hit rate 1.3% among 330,000. S. cerevisiae tim23-1 growth, BacTiter-Glo luminescence, 24 h. AID 463212;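 active means growth inhibition of the mutant yeast at or above 50%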;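 further: temperature-sensitive mutant grown at 25 °C; plate controls were DMSO-treated mutant yeast for no effect and medium wells lacking yeast for full effect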
tim10-1 inh – tim10-1 yeast growth inhibition; inhibition, % at 20 µM; S. cerevisiae tim10-1 ts strain growth, BacTiter-Glo, 24 h; AID 463190; hit rate 2.2% among 330,000;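 active means inhibition of at least 40%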;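 further: mutant grown at 25 °C; 0% = DMSO wells with yeast and 100% = wells holding no yeast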
TIM10 inh – growth inhibitors of TIM10 yeast strain; S. cerevisiae TIM10 strain growth, BacTiter-Glo luminescence, 24 h; inhibition, % at 10 µM; hit rate 1.4% among 330,000;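 active means inhibition of 40% or more at the single tested concentration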;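 further: wild-type TIM10 isogenic control strain grown at permissive 25 °C; 0% = DMSO yeast wells and 100% = minimal medium wells without yeast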
APJ agonist – APJ receptor agonism. P35414. CHO-K1 APJ PathHunter beta-arrestin, luminescence; 0% DMSO wells, 100% apelin. activation, % at 20 µM. hit rate 0.11% among 330,000. AID 2520;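 active means activation more than six SD over the plate average, tested at 20 µM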;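 further: 0% = DMSO alone and 100% = apelin-13 at 10 nM; some results filed as inactive read as strong as hits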
Target sequence (P35414 whole entry, looked up): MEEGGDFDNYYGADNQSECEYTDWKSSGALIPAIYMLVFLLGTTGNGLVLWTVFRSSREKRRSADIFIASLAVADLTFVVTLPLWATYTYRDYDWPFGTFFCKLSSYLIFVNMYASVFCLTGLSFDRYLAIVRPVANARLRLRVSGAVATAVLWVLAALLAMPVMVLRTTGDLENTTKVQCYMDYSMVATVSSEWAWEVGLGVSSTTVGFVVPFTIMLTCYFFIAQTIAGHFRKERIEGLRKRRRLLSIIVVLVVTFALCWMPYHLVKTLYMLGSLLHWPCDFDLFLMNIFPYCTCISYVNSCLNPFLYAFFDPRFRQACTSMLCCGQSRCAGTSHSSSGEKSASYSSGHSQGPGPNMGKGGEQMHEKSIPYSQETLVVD
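Assay system: engineered CHO-K1 APJ arrestin reporter cells; Amount: 1000 CHO-K1 reporter cells seeded per well; Dosing: one dose, 20 µM compound, 1% DMSO; Times: compound stimulation 90 min at 25 °C, detection 60 min; Measured by: luminescent beta-gal fragment complementation, chemiluminescent substrate; Read-out: APJ–arrestin association signal; Controls: DMSO vs Apelin-13 10 nM.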
UPR CHOP act – apoptotic UPR (CHOP) activation | CHO-CHOP luciferase reporter, luminescence; percent of tunicamycin response over DMSO baseline | activation, % at 10 µM | hit rate 0.34% among 330,000 | AID 449763;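 active means at 10 µM dose, activation of 40% or more, normalized to positive control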;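 further: 100% = tunicamycin at 10 µg/mL and 0% = DMSO alone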
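Test system: CHO CHOP reporter cells. Input: 500 CHO-CHOP cells per well. Medium: F12 with 10% FBS. Technique: luciferase luminescence. Measure: percent activation relative to tunicamycin control. Dosing: 10 µM compound, 0.5% DMSO. Timing: 16-18 h cell attachment, then 6 h compound exposure, 37 °C.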
NLRP3 yeast inh – NALP3 inhibition in yeast. Yeast reconstituted NLRP3/ASC/caspase-1, beta-gal luminescence, 24 h. AID 2825. hit rate 0.39% among 330,000. inhibition, % at 10 µM;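 active means inhibition of 50% or more; inactive means inhibition below 50%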;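 further: plate controls were induced DMSO wells for no effect and uninduced yeast grown without galactose for full effect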
An asterisk follows results filed as active.

For O=C(CCN1C(=O)C2C3CCC(C3)C2C1=O)OCC(=O)c1ccc(Cl)cc1 (centres undefined) the results were XBP1 UPR activ -2, Mdm2-MdmX inh 24, GRIN3A LBD mod 1, tim23-1 inh -1, tim10-1 inh -2, TIM10 inh -4, APJ agonist -10, UPR CHOP act 3.5 and NLRP3 yeast inh 5.
Screening C[C@H](NC(=O)c1ccco1)C(=O)N1CCN(c2ccc(C(F)(F)F)cn2)CC1 returned XBP1 UPR activ -3, Mdm2-MdmX inh 7, GRIN3A LBD mod -2, tim23-1 inh 19, tim10-1 inh 8, TIM10 inh 8, APJ agonist -3, UPR CHOP act -0.3 and NLRP3 yeast inh 14.
`COc1ccc(C2(C)NC(=O)N(CC(=O)N(c3ccccc3)C3CCS(=O)(=O)C3)C2=O)cc1` (centres undefined) gave XBP1 UPR activ -1, Mdm2-MdmX inh -2, GRIN3A LBD mod 6, tim23-1 inh -1, tim10-1 inh 0, TIM10 inh -7, APJ agonist 1, UPR CHOP act 0.7 and NLRP3 yeast inh 6.
Screening COc1ccc(CCNC(=O)CSc2nnc(CNc3ccc(Cl)cc3)o2)cc1OC returned XBP1 UPR activ -5, Mdm2-MdmX inh 15, GRIN3A LBD mod 1, tim23-1 inh 5, tim10-1 inh 9, TIM10 inh 5, APJ agonist -1, UPR CHOP act 0.7 and NLRP3 yeast inh 28.
O=C(c1cc(-c2cccc(O)c2)on1)N1CCN(C(c2ccccc2)c2ccccc2)CC1 was read as XBP1 UPR activ 2, Mdm2-MdmX inh 50, GRIN3A LBD mod -3, tim23-1 inh 9, tim10-1 inh 0, TIM10 inh 13, APJ agonist -1, UPR CHOP act 9.4 and NLRP3 yeast inh 10.
`CN(C(=O)COC(=O)c1cc(=O)[nH]c2ccccc12)c1ccccc1` gave XBP1 UPR activ 1, Mdm2-MdmX inh 5, GRIN3A LBD mod -1, tim23-1 inh 8, tim10-1 inh 0, TIM10 inh -5, APJ agonist 0, UPR CHOP act 1.5 and NLRP3 yeast inh 8.
For C[C@H](O)[C@@H](C(=O)N1CCN(C(=O)OC(C)(C)C)CC1)n1cc(CCCCNC(=O)OC(C)(C)C)nn1 the results were XBP1 UPR activ -2, Mdm2-MdmX inh 3, GRIN3A LBD mod 2, tim23-1 inh 11, tim10-1 inh 14, TIM10 inh 6, APJ agonist 2, UPR CHOP act -0.6 and NLRP3 yeast inh -1.
`O=S(=O)(NNC(=S)NCC1CCCO1)c1cc(Cl)ccc1Cl` (centres undefined) gave XBP1 UPR activ -5, Mdm2-MdmX inh 23, GRIN3A LBD mod 2, tim23-1 inh -1, tim10-1 inh -10, TIM10 inh 0, APJ agonist 6, UPR CHOP act -0.1 and NLRP3 yeast inh 1.
CCc1ccc(OCC(=O)Nc2ccc3[nH]ncc3c2)cc1 was read as XBP1 UPR activ 1, Mdm2-MdmX inh 23, GRIN3A LBD mod -10, tim23-1 inh 32, tim10-1 inh 14, TIM10 inh 12, APJ agonist 1, UPR CHOP act 1.6 and NLRP3 yeast inh 23.
`Cc1oc(-c2ccccc2Cl)nc1CSCC(=O)NC1CC1` gave XBP1 UPR activ -1, Mdm2-MdmX inh 5, GRIN3A LBD mod -1, tim23-1 inh 6, tim10-1 inh 16, TIM10 inh 13, APJ agonist -2, UPR CHOP act 1.5 and NLRP3 yeast inh 5.
`CC(=O)CCc1oc2ccccc2c1-c1ccccc1` gave XBP1 UPR activ -2, Mdm2-MdmX inh 8, GRIN3A LBD mod -1, tim23-1 inh 20, tim10-1 inh 9, TIM10 inh 17, APJ agonist -4, UPR CHOP act 0.6 and NLRP3 yeast inh 17.
`CCn1ncc([N+](=O)[O-])c1C(=O)Nc1c(C)nn(Cc2ccc(F)cc2)c1C` gave XBP1 UPR activ -1, Mdm2-MdmX inh 10, GRIN3A LBD mod -2, tim23-1 inh 16, tim10-1 inh 16, TIM10 inh -2, APJ agonist -5, UPR CHOP act 0.6 and NLRP3 yeast inh 17.
`CCOc1ccccc1NC(=O)CSc1ccccc1` gave XBP1 UPR activ 0, Mdm2-MdmX inh -26, GRIN3A LBD mod 0, tim23-1 inh 15, tim10-1 inh 24, TIM10 inh 12, APJ agonist -3, UPR CHOP act 0.9 and NLRP3 yeast inh 26.
For CCOC(=O)c1cc2sccc2n1CC(=O)Nc1ccc(OC)cc1OC the results were XBP1 UPR activ -6, Mdm2-MdmX inh 23, GRIN3A LBD mod 2, tim23-1 inh 7, tim10-1 inh 17, TIM10 inh 3, APJ agonist -1, UPR CHOP act -0.1 and NLRP3 yeast inh -2.
Cc1ccc(CNCC(=O)Nc2ccc(C)cc2Br)cc1 was read as XBP1 UPR activ 3, Mdm2-MdmX inh 10, GRIN3A LBD mod 1, tim23-1 inh 2, tim10-1 inh 14, TIM10 inh 18, APJ agonist -2, UPR CHOP act 2.0 and NLRP3 yeast inh 6.
`Cc1cc(Cl)c(S(=O)(=O)Nc2ccc3c(c2)OCCO3)cc1OCC(=O)NC1CCCCC1` gave XBP1 UPR activ 3, Mdm2-MdmX inh 23, GRIN3A LBD mod -6, tim23-1 inh 14, tim10-1 inh 14, TIM10 inh -1, APJ agonist -1, UPR CHOP act 0.8 and NLRP3 yeast inh -3.
CC(C)(O)C#Cc1ncc(C(F)(F)F)cc1Cl was read as XBP1 UPR activ -3, Mdm2-MdmX inh -18, GRIN3A LBD mod 0, tim23-1 inh 14, tim10-1 inh 30, TIM10 inh -2, APJ agonist 1, UPR CHOP act -0.2 and NLRP3 yeast inh -41.
CN(C)S(=O)(=O)c1ccc(NC(=O)CN2C(=O)NC3(CCCC3)C2=O)cc1 was read as XBP1 UPR activ -7, Mdm2-MdmX inh -14, GRIN3A LBD mod -3, tim23-1 inh -2, tim10-1 inh -27, TIM10 inh 12, APJ agonist -2, UPR CHOP act 3.2 and NLRP3 yeast inh 6.
O=[N+]([O-])c1ccc(Cl)c(/C=N/n2c(COc3ccccc3)n[nH]c2=S)c1 was read as XBP1 UPR activ -1, Mdm2-MdmX inh 26, GRIN3A LBD mod -13, tim23-1 inh 10, tim10-1 inh 30, TIM10 inh 11, APJ agonist 1, UPR CHOP act 3.3 and NLRP3 yeast inh 9.
`O=C(CCN1CCN(c2ccccn2)CC1)Nc1ccc(F)cc1` gave XBP1 UPR activ -3, Mdm2-MdmX inh -3, GRIN3A LBD mod -3, tim23-1 inh 5, tim10-1 inh 0, TIM10 inh 10, APJ agonist 1, UPR CHOP act 0.3 and NLRP3 yeast inh -5.

Looked up by compound from above:
Cc1ccc(CNCC(=O)Nc2ccc(C)cc2Br)cc1 was read as XBP1 UPR activ 3, Mdm2-MdmX inh 10, GRIN3A LBD mod 1, tim23-1 inh 2, tim10-1 inh 14, TIM10 inh 18, APJ agonist -2, UPR CHOP act 2.0 and NLRP3 yeast inh 6.
`Cc1cc(Cl)c(S(=O)(=O)Nc2ccc3c(c2)OCCO3)cc1OCC(=O)NC1CCCCC1` gave XBP1 UPR activ 3, Mdm2-MdmX inh 23, GRIN3A LBD mod -6, tim23-1 inh 14, tim10-1 inh 14, TIM10 inh -1, APJ agonist -1, UPR CHOP act 0.8 and NLRP3 yeast inh -3.

(further entries)
`CN(C)CC/C=C1\c2ccccc2CSc2ccccc21` gave XBP1 UPR activ -10, Mdm2-MdmX inh 39, GRIN3A LBD mod 0, tim23-1 inh -21, tim10-1 inh 11, TIM10 inh 3, APJ agonist -4, UPR CHOP act 1.4 and NLRP3 yeast inh 29.
`COc1ccc(C)cc1NC(=O)CN1CCN(S(=O)(=O)c2ccc3ccccc3c2)CC1` gave XBP1 UPR activ -3, Mdm2-MdmX inh 12, GRIN3A LBD mod 2, tim23-1 inh 23, tim10-1 inh 9, TIM10 inh -12, APJ agonist -3, UPR CHOP act 0.9 and NLRP3 yeast inh 15.
Cc1cc(NC(=O)COC(=O)[C@@H](NS(=O)(=O)c2ccc(Br)cc2)C(C)C)no1 was read as XBP1 UPR activ -1, Mdm2-MdmX inh -2, GRIN3A LBD mod 1, tim23-1 inh 7, tim10-1 inh 8, TIM10 inh -9, APJ agonist -3, UPR CHOP act 0.3 and NLRP3 yeast inh 0.
Screening Cc1ncc(CC(=O)n2cc(C(=O)c3cc(Cl)ccc3O)cn2)s1 returned XBP1 UPR activ -1, Mdm2-MdmX inh 9, GRIN3A LBD mod -3, tim23-1 inh 5, tim10-1 inh 4, TIM10 inh -2, APJ agonist 1, UPR CHOP act -1.9 and NLRP3 yeast inh 3.
CC(C)(C)C(=O)NC(=S)N1CCOCC1 was read as XBP1 UPR activ -1, Mdm2-MdmX inh 5, GRIN3A LBD mod 4, tim23-1 inh 1, tim10-1 inh 6, TIM10 inh 8, APJ agonist -1, UPR CHOP act -0.5 and NLRP3 yeast inh 11.
`COc1cccc(NC(=O)CN2CCN(c3ccccc3F)CC2)c1` gave XBP1 UPR activ -3, Mdm2-MdmX inh 22, GRIN3A LBD mod -6, tim23-1 inh 4, tim10-1 inh 12, TIM10 inh -12, APJ agonist -4, UPR CHOP act -2.2 and NLRP3 yeast inh 30.
`CCOc1ccccc1N(CC(=O)Nc1cccc2ccccc12)S(C)(=O)=O` gave XBP1 UPR activ -3, Mdm2-MdmX inh -4, GRIN3A LBD mod -1, tim23-1 inh 22, tim10-1 inh 16, TIM10 inh 8, APJ agonist 3, UPR CHOP act 1.6 and NLRP3 yeast inh -2.
`C=CCOC(=O)N1CCN(c2cccc(C(F)(F)F)c2)CC1` gave XBP1 UPR activ 2, Mdm2-MdmX inh -15, GRIN3A LBD mod 1, tim23-1 inh 15, tim10-1 inh 26, TIM10 inh 10, APJ agonist -4, UPR CHOP act -2.1 and NLRP3 yeast inh -18.
COc1ccc(-c2csc(N(CCCN(C)C)C(=O)c3cccs3)n2)cc1 was read as XBP1 UPR activ 2, Mdm2-MdmX inh 44, GRIN3A LBD mod -3, tim23-1 inh 25, tim10-1 inh 36, TIM10 inh 24, APJ agonist -4, UPR CHOP act 1.1 and NLRP3 yeast inh 15.
Screening Cn1c(N)c(C(=O)COC(=O)CCCc2nc3ccccc3s2)c(=O)n(C)c1=O returned XBP1 UPR activ 0, Mdm2-MdmX inh -10, GRIN3A LBD mod -3, tim23-1 inh 20, tim10-1 inh 9, TIM10 inh -7, APJ agonist 2, UPR CHOP act -0.1 and NLRP3 yeast inh 15.
O=C(Nc1ccccc1)NC(Cc1ccc(O)cc1)C(=O)O (centres undefined) was read as XBP1 UPR activ -2, Mdm2-MdmX inh 2, GRIN3A LBD mod 2, tim23-1 inh -11, tim10-1 inh 9, TIM10 inh 1, APJ agonist -3, UPR CHOP act -0.9 and NLRP3 yeast inh 5.
`COc1ccc(OC)c(N(CC(=O)Nc2ccccc2)S(C)(=O)=O)c1` gave XBP1 UPR activ -2, Mdm2-MdmX inh -6, GRIN3A LBD mod -1, tim23-1 inh 24, tim10-1 inh 12, TIM10 inh 17, APJ agonist -4, UPR CHOP act 0.6 and NLRP3 yeast inh 11.
Screening CCc1cccc(NC(=O)C2CCN(S(=O)(=O)c3cccs3)CC2)c1 returned XBP1 UPR activ -4, Mdm2-MdmX inh 1, GRIN3A LBD mod -16, tim23-1 inh 20, tim10-1 inh 5, TIM10 inh -30, APJ agonist -5, UPR CHOP act -1.1 and NLRP3 yeast inh 31.

High-throughput results: PubChem, Sanford-Burnham Center for Chemical Genomics
